# Source: PubChem (several laboratories)
# GPR35 antagonists = inhibition of zaprinast-stimulated GPR35 beta-arrestin translocation – imaging, U2OS, beta-arrestin-GFP, zaprinast agonist, primary screen (AID 2058); U2OS GPR35 beta-arrestin-GFP translocation imaging, zaprinast antagonism; higher % means a stronger effect; one-dose inhibition, % at 10 µM; IC50 in µM for titrated hits; hit rate 0.052% among 290,000;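 active = inhibition of at least 50% with at least 30 cells and total cytoplasm GFP at most 10,000,000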
# RSV CPE inhibition = RSV antiviral activity via CPE protection, HEp-2 cells, primary 10 µM value included (AID 2391); hit rate 0.13% among 310,000; CPE inhibition, % at 10 µM; hits with a dose series show IC50 in µM; HEp-2 cells, RSV-induced CPE inhibition; higher % means a stronger effect; in the data active = a potency from the dose series; also: strong numbers were not always called active
# Rac1 GTP hydrolysis = MgcRacGAP GTPase-activating activity inhibitors, confirmation, biochemical, ADP Hunter fluorescence | AID 624330 | one-dose inhibition, % at 30 µM; IC50 in µM for titrated hits | hit rate 0.6% among 340,000 | MgcRacGAP-stimulated Rac1 GTP hydrolysis, ADP Hunter fluorescence; higher % means a stronger effect; GST-tagged Rac1 F28L mutant substrate;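 active = first-screen hits whose inhibition reached a set limit at any dose in the follow-up dose series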;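 also: fluorescence reports GDP produced by GAP-driven GTP hydrolysis; strong numbers were not always called active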
# GPR55 LPI antagonism = GPR55 antagonists blocking LPI-driven arrestin recruitment, primary screen, imaging, U2OS, beta-arrestin-GFP, LPI agonist (AID 2013); U2OS GPR55 beta-arrestin-GFP translocation imaging, LPI antagonism; higher % means a stronger effect; one-dose inhibition, % at 10 µM; IC50 in µM for titrated hits; hit rate 0.13% among 290,000;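 active = spots per cell inhibited over 60%, with over 100 cells counted and total cytoplasm intensity under 500,000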;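 also: U2OS cells stably carrying GPR55 and arrestin-GFP stimulated by 5 µM LPI near EC80; imaged beta-arrestin-GFP aggregate spots per cell after agonist stimulation; plate controls were LPI-stimulated DMSO wells for no effect and DMSO wells without LPI for full effect; some results filed as inactive read as strong as hits; confirmed hits need IC50 under 10 µM and bright autofluorescent wells are also inconclusive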
# HIV fusion peptide = inhibitors of HIV fusion peptide binding, primary screen, biochemical, uHTS, fluorescence dequenching (AID 1986). cell-free peptide binding, fluorescence dequenching, 30 min; higher % means a stronger effect. inhibition, % at 20 µM; hits with a dose series show IC50 in µM. hit rate 0.3% among 290,000; in the data active = inhibition mostly above about 52%, no sharp cut-off; inactive = mostly below about 76%; also: some results filed as inactive read as strong as hits
# Dengue-2 NS5 capping = flavivirus cap methylation enzyme inhibition – biochemical, confirmation dose response, primary screen (AID 588689); Dengue-2 NS5 methyltransferase capping enzyme assay, biochemical; higher % means a stronger effect; hit rate 0.3% among 340,000; one-dose inhibition, % at 25 µM; IC50 in µM for titrated hits; in the data active = a potency from the dose series
# K1F lysis inhibition = inhibition of K1F phage lysis, E. coli UTI89, bacterial capsule biogenesis inhibitors, alamar blue (AID 488966); E. coli UTI89 K1F phage lysis, alamar blue, 2 h; higher % means a stronger effect; one-dose inhibition, % at 100 µM; IC50 in µM for titrated hits; hit rate 0.02% among 340,000;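 active = phage lysis inhibition, versus mean bacterial control, above a set limit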;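 also: capsule biogenesis inhibitors block K1F phage lysis so surviving cells raise fluorescence; higher fluorescence means more inhibition of phage lysis; actives were called in the ten point dose series up to 300 µM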
# Large T inhibition = SV40 large T antigen inhibitors, biochemical (AID 1903). SV40 large T antigen ATPase/helicase inhibition assay; higher % means a stronger effect. inhibition, % at 20 µM; hits with a dose series show IC50 in µM. hit rate 0.39% among 310,000; in the data active = a potency from the dose series; also: strong numbers were not always called active
# PhoP inhibition = PhoP-dependent GFP reporter repression – Salmonella Typhimurium, primary screen (AID 1863) | S. Typhimurium PhoP-regulated promoter GFP reporter, 4 h; higher % means a stronger effect | inhibition, % at 50 µM; hits with a dose series show IC50 in µM | hit rate 0.16% among 300,000;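 active = inhibition over 29.93%, a cutoff 3 SD above the screen mean, later confirmed by dose response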;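 also: 0% = low Mg2+ inducing control and 100% = high Mg2+ repressing control; strong numbers were not always called active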
# Dengue-2 NS5 capping pilot replicate = recorded beside Dengue-2 NS5 capping, whose call it bears; inhibition, %; measured here: pilot screen replicate inhibition
# * = called active by the depositor; x = not tested or not shown; [ ] = another dose, or the depositor's remark.
SMILES,GPR35 antagonists,RSV CPE inhibition,Rac1 GTP hydrolysis,GPR55 LPI antagonism,HIV fusion peptide,Dengue-2 NS5 capping,K1F lysis inhibition,Large T inhibition,PhoP inhibition,others
CC(=O)N/N=C(\C)CC(=O)Nc1ccc2c(c1)OCCO2,-23%,1.5%,13%,10%,0.7%,-4%,0.0%,15%,6%,
Cc1cccc(N(CC(=O)NC(C)C)C(=O)c2ccc(N3CCCC3)nc2)c1,4%,1.4%,6%,2%,0.0%,x,0.2%,4%,-14%,
CCOc1ccc(/C=N/n2c(-c3ccccc3)n[nH]c2=S)cc1,-7%,5.7%,5%,-2%,5.1%,-14%,0.4%,10%,-3%,
COc1ccc(/C=N/n2cnc3c([nH]c4ccc(F)cc43)c2=O)cc1CN1CCCC1,41%,1.6%,8%,27%,1.4%,-1%,0.5%,9%,-8%,
Cc1cc(C)n2nc(C(=O)N/N=C/c3ccco3)nc2n1,2%,0.9%,3%,3%,-0.3%,7%,0.3%,2%,0%,
CS(=O)(=O)N(CC(=O)N/N=C/c1ccc(OCC(=O)N2CCOCC2)cc1)c1ccccc1Cl,3%,2.3%,3%,0%,1.6%,4%,4.5%,3%,-5%,
COc1ccc(-c2csc(N3C(=O)C4C5c6ccccc6C(c6ccccc65)[C@@H]4C3=O)n2)cc1 (some centres undefined),1%,3.3%,1%,-8%,1.2%,1%,7.7%,5%,1%,
Cc1cnc(NC(=O)CSc2nnc(-c3ccccc3)o2)s1,-8%,0.9%,9%,-2%,2.2%,3%,0.0%,20%,-8%,
O=C(CN1C(=O)C2CC=CCC2C1=O)Nc1nc(-c2ccc(F)cc2)cs1 (centres undefined),x,1.1%,11%,x,x,-5%,3.4%,x,x,
CN1CCN(C(=O)c2cnn(-c3ccccc3)c2NC(=O)c2ccccc2F)CC1,21%,1.5%,8%,11%,-1.9%,-1%,0.2%,15%,-1%,
Cn1c(/C(C#N)=C(\O)c2ccc(S(=O)(=O)N3CCCCC3)cc2)nc2ccccc21,1%,1.0%,6%,4%,-1.1%,-3%,0.2%,4%,-1%,
COc1ccc(C(=O)COC(=O)Cc2n[nH]c(=O)c3ccccc23)c(OC)c1,x,-0.7%,2%,x,x,1%,2.1%[50 µM],11%,-6%,
Cn1c(-c2cccc(Br)c2)cnc1NCc1cccnc1,-12%,6.2%,30%,-2%,-0.6%,1%,-0.5%,4%,7%,Dengue-2 NS5 capping pilot replicate=0.6
CCOC(=O)Cc1c(C)nc2c(-c3ccccc3)c[nH]n2c1=O,-26%,1.2%,16%,-3%,-2.9%,x,0.0%,14%,2%,
COc1cc(C2C(C(=O)c3cc4ccccc4o3)=C(O)C(=O)N2c2cc(C)on2)cc(OC)c1OC (centres undefined),3%,-0.1%,-9%,1%,21%,-2%,-0.2%,15%,-10%,
CCCCn1c(N)c(N(CCOC)C(=O)COc2ccc(OCC)cc2)c(=O)[nH]c1=O,x,-0.3%,1%,x,x,0%,0.6%[50 µM],8%,-8%,
CCOc1ccc(/C=N/n2c(C)nnc2C)cc1OC,-2%,-1.8%,x,-12%,-1.4%,x,x,3%,-5%,
Cc1cc(C)cc(-n2c(C)cc(/C=N\NC(=O)COc3cccc4cccnc34)c2C)c1,-3%,8.2%,8%,26%,-1.9%,-8%,0.0%,3%,-1%,
CCn1c(SCC(O)c2ccccc2)nnc1-c1ccccc1 (centres undefined),-1%,1.7%,-5%,8%,1.8%,1%,2.9%,3%,1%,
COc1ccc(C(=O)Nc2cc(Cl)ccc2-n2cncn2)c(OC)c1OC,x,-0.3%,6%,x,x,-11%,0.2%[50 µM],x,x,
O=C(CCc1nnc(CCc2ccccc2)o1)N1CCCCC1CCn1cccn1 (centres undefined),-1%,0.8%,2%,-45%,0.4%,-4%,0.1%,25%,-9%,
Nc1ccc(C(=O)Nc2ccc(OC(F)(F)C(F)F)c(NC(=O)c3ccc(N)cc3)c2)cc1,9%,3.0%,-1%,4%,-3.0%,1%,0.0%[50 µM],5%,26%,
CCOc1ccc(NC(=O)c2sc3nc(C)nc(N4CCOCC4)c3c2C)cc1,-8%,11%,8%,-1%,-0.3%,-1%,0.0%,2%,-2%,
CCCCC1(C)NC(=S)N2N1C(=S)NC2(C)CCCC (centres undefined),7%,1.8%,x,-1%,0.5%,x,x,12%,-13%,
CCOC(=O)Nc1sc(C)c(C)c1C(N)=O,17%,-0.2%,11%,-5%,-2.4%,-7%,0.6%[50 µM],9%,-3%,
CCCn1cnc2c(sc3nc4c(cc32)CSC(C)(C)C4)c1=O,-10%,0.0%,0%,-12%,-1.5%,-3%,-1.4%,5%,8%,
O=C(O)CN1C(=O)CC(Cc2ccccc2)C1=O (centres undefined),14%,1.0%,2%,-3%,0.4%,3%,0.6%,2%,-3%,Dengue-2 NS5 capping pilot replicate=-1.5
O=C(COc1ccc2c(-c3ccccc3)cc(=O)oc2c1)NCCCn1ccnc1,-6%,0.4%,1%,5%,-1.3%,-4%,-2.8%,1%,5%,
COc1ccc(OCCSc2nc(C)c(Cc3ccccc3)c(=O)[nH]2)cc1,16%,0.4%,-3%,-5%,-0.2%,-4%,0.1%,11%,0%,
CCCSc1nnc(NC(=O)Nc2ccc(C)cc2)s1,-8%,5.1%,x,4%,-2.3%,x,x,1%,-6%,

# Reprinted at random: 7 entries already listed
SMILES,GPR35 antagonists,RSV CPE inhibition,Rac1 GTP hydrolysis,GPR55 LPI antagonism,HIV fusion peptide,Dengue-2 NS5 capping,K1F lysis inhibition,Large T inhibition,PhoP inhibition,others
O=C(COc1ccc2c(-c3ccccc3)cc(=O)oc2c1)NCCCn1ccnc1,-6%,0.4%,1%,5%,-1.3%,-4%,-2.8%,1%,5%,
CCOc1ccc(NC(=O)c2sc3nc(C)nc(N4CCOCC4)c3c2C)cc1,-8%,11%,8%,-1%,-0.3%,-1%,0.0%,2%,-2%,
CCOC(=O)Nc1sc(C)c(C)c1C(N)=O,17%,-0.2%,11%,-5%,-2.4%,-7%,0.6%[50 µM],9%,-3%,
CCCn1cnc2c(sc3nc4c(cc32)CSC(C)(C)C4)c1=O,-10%,0.0%,0%,-12%,-1.5%,-3%,-1.4%,5%,8%,
CCCSc1nnc(NC(=O)Nc2ccc(C)cc2)s1,-8%,5.1%,x,4%,-2.3%,x,x,1%,-6%,
Nc1ccc(C(=O)Nc2ccc(OC(F)(F)C(F)F)c(NC(=O)c3ccc(N)cc3)c2)cc1,9%,3.0%,-1%,4%,-3.0%,1%,0.0%[50 µM],5%,26%,
O=C(O)CN1C(=O)CC(Cc2ccccc2)C1=O (centres undefined),14%,1.0%,2%,-3%,0.4%,3%,0.6%,2%,-3%,Dengue-2 NS5 capping pilot replicate=-1.5

# New compounds follow:
SMILES,GPR35 antagonists,RSV CPE inhibition,Rac1 GTP hydrolysis,GPR55 LPI antagonism,HIV fusion peptide,Dengue-2 NS5 capping,K1F lysis inhibition,Large T inhibition,PhoP inhibition,others
Cc1ccc(S(=O)(=O)N2CCN(CC(=O)N/N=C/c3cc([N+](=O)[O-])ccc3Cl)CC2)cc1,-17%,7.0%,4%,-10%,0.0%,-6%,2.8%,4%,-8%,
O=C(CNC(=O)C1CCCCC1)Nc1ccccc1Cl,3%,1.5%,-4%,6%,-1.2%,-7%,-4.5%,-19%,19%,
Cc1ccc(-c2noc(CCCC(=O)NC3CCCCC3)n2)cc1,-9%,1.4%,6%,-5%,-0.6%,-7%,-1.1%,-4%,10%,
O=C1c2ccccc2OCOc2ccccc21,-8%,1.4%,3%,17%,-1.0%,-4%,7.1%,4%,21%,
Cc1ccc(C(=O)OCc2cc3ccccc3[nH]c2=O)cc1,0%,-0.9%,3%,-1%,3.0%,-2%,1.3%,0%,1%,
O=C(CC1C(=O)NCCN1Cc1ccoc1)NCCc1ccc(Cl)cc1 (centres undefined),23%,-0.7%,7%,0%,0.0%,4%,-1.8%,19%,0%,
O=C1OCC(c2ccccc2)=C1c1ccc(S(=O)(=O)N2CCOCC2)s1,-6%,8.1%,17%,-3%,20%,-10%,-0.2%,10%,-4%,
CC1c2cc3c(cc2CCN1C(=O)c1cccc(Cl)c1)OCCCO3 (centres undefined),0%,0.7%,9%,-2%,3.2%,-4%,0.0%,8%,-4%,
CCCCCc1ccc(-c2cn(CC3CCCCC3)nn2)cc1,0%,1.1%,6%,-5%,0.0%,-15%,0.6%,21%,-2%,
CC(C)(C)c1ccc(C2SCC(=O)N2c2cccc(C(=O)O)c2)cc1 (centres undefined),-3%,2.5%,8%,-6%,2.4%,-8%,0.0%,4%,-5%,

# Compounds above that have a furan ring, fused or not:
SMILES,GPR35 antagonists,RSV CPE inhibition,Rac1 GTP hydrolysis,GPR55 LPI antagonism,HIV fusion peptide,Dengue-2 NS5 capping,K1F lysis inhibition,Large T inhibition,PhoP inhibition,others
Cc1cc(C)n2nc(C(=O)N/N=C/c3ccco3)nc2n1,2%,0.9%,3%,3%,-0.3%,7%,0.3%,2%,0%,
COc1cc(C2C(C(=O)c3cc4ccccc4o3)=C(O)C(=O)N2c2cc(C)on2)cc(OC)c1OC (centres undefined),3%,-0.1%,-9%,1%,21%,-2%,-0.2%,15%,-10%,
O=C(CC1C(=O)NCCN1Cc1ccoc1)NCCc1ccc(Cl)cc1 (centres undefined),23%,-0.7%,7%,0%,0.0%,4%,-1.8%,19%,0%,

# The listing picks up, repeating the 2 entries before the break.
SMILES,GPR35 antagonists,RSV CPE inhibition,Rac1 GTP hydrolysis,GPR55 LPI antagonism,HIV fusion peptide,Dengue-2 NS5 capping,K1F lysis inhibition,Large T inhibition,PhoP inhibition,others
CCCCCc1ccc(-c2cn(CC3CCCCC3)nn2)cc1,0%,1.1%,6%,-5%,0.0%,-15%,0.6%,21%,-2%,
CC(C)(C)c1ccc(C2SCC(=O)N2c2cccc(C(=O)O)c2)cc1 (centres undefined),-3%,2.5%,8%,-6%,2.4%,-8%,0.0%,4%,-5%,
CCOC(=O)CSc1nnc(-c2ccco2)n1-c1ccc(C)cc1,7%,2.0%,6%,2%,0.3%,-6%,-0.1%,2%,4%,
CCN(CC)S(=O)(=O)c1ccc(NN=C2CCN(C(C)C)CC2)c([N+](=O)[O-])c1,3%,-1.6%,1%,2%,-3.2%,6%,0.0%[50 µM],20%,-8%,
COc1cccc(NC(=O)N2CCC(NC(=O)C(Cc3ccccc3F)NC(C)=O)CC2)c1 (centres undefined),4%,2.0%,4%,10%,-0.5%,-8%,0.1%,6%,-3%,
Cc1cccc(OCCCC(=O)Nc2ccc(N3CCCCC3)cc2)c1,0%,1.3%,9%,8%,-5.0%,-2%,9.9%,18%,5%,
COc1ccccc1NS(=O)(=O)c1cc(NC(=O)c2[nH]c(C)c(C(C)=O)c2C)ccc1N1CCOCC1,-14%,14%,1%,42%,4.1%,9%,0.3%,3%,-5%,
